# Compound activity as filed in PubChem BioAssay.
# ALOX12 inhib – qHTS Assay for Inhibitors of 12-hLO (12-human lipoxygenase). Polyunsaturated fatty acid lipoxygenase ALOX12 (Homo sapiens), P18054. purified 12-hLO, xylenol orange hydroperoxide absorbance. Potency, µM (titrated, usually from 57.1 µM), for the others: at the highest dose activity change, negative = inhibition, hits mostly inhibitors. 150,000 tested, 0.12% active. AID 1452, 2008; further: potency means the concentration at half of the fitted maximal effect; nearly all actives have a fitted effect of over 55% in size; many of its hits are not listed in these tables
# Target sequence (P18054 whole entry, looked up): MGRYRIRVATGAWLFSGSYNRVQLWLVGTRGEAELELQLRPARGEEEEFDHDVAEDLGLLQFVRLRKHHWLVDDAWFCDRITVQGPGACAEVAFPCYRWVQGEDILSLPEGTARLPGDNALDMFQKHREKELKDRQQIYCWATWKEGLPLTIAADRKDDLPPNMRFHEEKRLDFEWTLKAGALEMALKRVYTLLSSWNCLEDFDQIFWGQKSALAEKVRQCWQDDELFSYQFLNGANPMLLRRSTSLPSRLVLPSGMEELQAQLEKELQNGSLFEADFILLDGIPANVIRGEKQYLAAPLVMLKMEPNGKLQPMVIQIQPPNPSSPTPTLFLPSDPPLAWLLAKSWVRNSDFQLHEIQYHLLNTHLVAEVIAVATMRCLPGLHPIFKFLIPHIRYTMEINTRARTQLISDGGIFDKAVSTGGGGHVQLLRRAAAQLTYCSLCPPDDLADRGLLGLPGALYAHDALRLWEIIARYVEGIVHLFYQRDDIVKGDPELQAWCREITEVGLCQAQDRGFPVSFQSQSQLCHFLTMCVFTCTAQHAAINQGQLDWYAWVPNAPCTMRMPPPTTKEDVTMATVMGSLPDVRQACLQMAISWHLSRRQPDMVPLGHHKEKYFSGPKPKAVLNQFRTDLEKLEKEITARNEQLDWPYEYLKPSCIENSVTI
#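 Xylenol orange chromogenic assay: hydroperoxide from 12hLO oxidises Fe(II), giving red-shifted Fe(III)-XO absorbance. Conditions: 150 nM enzyme, 40 uM arachidonic acid, 25 mM Hepes pH 7.0, 0.01% Triton X-100, 30 min, room temperature.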
# ALOX15B inhib – qHTS Assay for Inhibitors of 15-hLO-2 (15-human lipoxygenase 2); Polyunsaturated fatty acid lipoxygenase ALOX15B (Homo sapiens), O15296; purified 15hLO-2, xylenol orange hydroperoxide absorbance; Potency, µM (titrated, usually from 57.1 µM), without a hit: at the top dose activity change, negative = inhibition, hits mostly inhibitors; 110,000 tested, 0.56% active; AID 881, 2007; further: potency means the concentration at half of the fitted maximal effect; nearly all actives have a fitted effect of over 60% in size; many of its hits are not listed in these tables
#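 Read-out: hydroperoxide product oxidises ferrous iron, measured as xylenol orange complex via the 573-to-405 nm absorbance ratio after 30 min. Reaction: 50 nM enzyme, 15 min compound preincubation, 45 uM arachidonic acid, 90 min RT, Hepes pH 7.5 with Triton X-100.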
# IMPase inh – qHTS Assay for Identifying the Cell-Membrane Permeable IMPase Inhibitors; AID 901, 2007; 120,000 tested, under 10 active; CHO-M1 cells, IP1 accumulation, HTRF TR-FRET ratio; Inositol monophosphatase 1 (Rattus norvegicus), P97697; inhibition (IP1 accumulation), % at 46.1 µM; active means well fitted curve in the direction sought with a large enough effect in the signal ratio, not every such curve was filed as active; inconclusive means small, poorly fitted or top-dose-only effect, or a change in a side signal; inactive means no such curve, though single readings can be large or run the other way; the % refers to the signal ratio;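 further: cells stimulated with carbachol in lithium chloride buffer; plate controls were DMSO basal wells for no effect and reference inhibitor wells for full effect; higher means more IMPase inhibition seen as more IP1 and lower FRET ratio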
# Target sequence (P97697 whole entry, looked up): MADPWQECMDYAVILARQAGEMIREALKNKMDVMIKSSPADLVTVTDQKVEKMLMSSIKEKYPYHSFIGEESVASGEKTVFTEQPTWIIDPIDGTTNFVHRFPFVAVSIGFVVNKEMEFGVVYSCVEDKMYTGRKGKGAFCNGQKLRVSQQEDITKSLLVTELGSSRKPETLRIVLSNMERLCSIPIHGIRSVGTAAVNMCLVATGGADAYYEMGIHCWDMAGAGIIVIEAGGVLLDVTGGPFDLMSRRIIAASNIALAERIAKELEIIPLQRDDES
#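 Carbachol-driven Gq signalling in CHO-M1 cells (2000/well) generates IP1. Compounds that block IMPase raise IP1 and so reduce the FRET signal from Eu-anti-IP1 and d2-IP1 after a 10 min room-temperature lysis.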
# PNC inhibitor – High Content Assay for Compounds that inhibit the Assembly of the Perinucleolar Compartment; PC3M PTB-GFP, PNC prevalence imaging, 16 h; stronger effect = lower value; activity change (PNC), negative = inhibition, % at 10 µM; 140,000 tested, 3.1% active;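 active means readout at or below -70, meaning at least 70% loss of cells showing the perinucleolar compartment, a nuclear body marking cancer cells; inconclusive means readout between -30 and a set limit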;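 further: plate controls were DMSO wells for no effect and camptothecin positive control wells for full effect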
#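 Compounds are pinned in duplicate onto adhered PC3M cells stably expressing GFP-tagged PTB and incubated 16 h at 37 C. Cells are then fixed, nuclei stained with Hoechst, and PNC-positive cells counted.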
# An asterisk follows results filed as active; ? = inconclusive; nt = not tested or not shown; [ ] = remark or other dose. Unless noted, the call rests on the fitted dose curve; in most records, active means well fitted curve in the direction sought with a large enough effect; inconclusive means small, poorly fitted or top-dose-only effect, or another doubt; inactive means no such curve, though single readings can be large; an effect the other way counts as inactive or inconclusive. Unless noted, on the % scale 0 is the no-effect control and ±100 the full control effect. The list is partial; count on the stated rates, not on these rows.
SMILES,ALOX12 inhib,ALOX15B inhib,IMPase inh,PNC inhibitor
O=C(CN(c1ccccc1)S(=O)(=O)c1ccccc1)N/N=C/c1ccc(OC2CSC2)cc1,-1%,nt,0,12
COc1cc(C(=O)NCc2nnc(SCC(=O)NCc3ccccc3)o2)cc(OC)c1OC,0%,4%,-4,4
Cc1ccc(NC(=O)C2COc3ccccc3O2)nc1 (configuration not stated),-6%,-2%,-7,23
CC(OCc1ccccc1)C(NC(=O)OC(C)(C)C)C(=O)NCC1CCCO1 (configuration not stated),-2%,-21%,1,15
Cc1ccc2c(CN3CCN(CCO)CC3)cc(=O)oc2c1C,9%,3%,-2,3
CCN(CC)CCn1c(NCc2cc(OC)ccc2OC)nc2ccccc21,7%,nt,6,294
Cc1onc(-c2ccccc2)c1-c1nc2ccccc2c(=O)o1,4%,0%,0,?
COc1ccc(/C=N\N=C2/SC(CC(=O)O)C(=O)N2c2ccc(O)cc2)cc1 (configuration not stated),-4%,-5%,0,-29
CCCOC(=O)CSc1nnc(-c2cc(OC)c(OC)c(OC)c2)o1,1%,-9%,13,?
O=C(NC1CCCCC1)C1Cc2ccccc2CN1S(=O)(=O)c1ccc(F)cc1 (configuration not stated),5%,nt,16,-100*
CCOC(=O)/C=C1\SCC(=O)N1CC(=O)NC12CC3CC(CC(C3)C1)C2,2%,-2%,-11,5
O=C(CNC(=O)OCc1ccccc1)NC1CCCCCCC1,0%,nt,nt,?
Cc1ccc(NC(=O)CN(C)C(=O)CSc2ncc(C(F)(F)F)cc2Cl)cc1,-3%,nt,nt,12
Cc1ccc(NC(=O)Cc2ncc(C(F)(F)F)cc2Cl)cc1Cl,4%,-11%,3,27
CCn1c(SCc2nc(N)nc(N3CCCCC3)n2)nc2c1c(=O)n(C)c(=O)n2C,1%,nt,nt,-20
COC(=O)C1=C(C)N(Cc2ccco2)C(=O)N[C@@H]1c1ccccc1,-3%,nt,nt,27
COC(=O)c1ccc(OCC2c3cc(OC)c(OC)cc3CCN2C(=O)c2ccco2)cc1 (configuration not stated),-7%,-12%,10,22
Cc1ccc(CNC(=O)COc2ccccc2-c2ccccc2)cc1,-3%,nt,nt,?
Cc1cccc(-c2cc3nc(-c4ccccc4)cc(N4CCC5(CC4)OCCO5)n3n2)c1,0%,nt,-9,36
CC(C)c1ccc(S(=O)(=O)c2n[nH]n3c2nc(=O)c2ccccc23)cc1,0%,nt,1,66
CCOC(=O)c1cc2c(=O)n3cccc(C)c3nc2n(CCCOC)c1=NC(=O)c1cccnc1,3%,?,4,12
COc1ccc(CCNC(=O)c2sc3ccccc3c2Cl)cc1OC,1%,nt,12,-12
CC(=O)N1CCN(c2ccc(Nc3nc(C)nc4c3oc3ccccc34)cc2)CC1,-2%,-5%,35[activator],?
CN1N=C(C(=O)N2CCN(c3ccc([N+](=O)[O-])cc3)CC2)CCC1=O,1%,nt,nt,-94*
Cc1ccc(S(=O)(=O)N2CCOCC2)cc1NC(=O)CSc1nccn1C,-1%,nt,-2,?
O=C(OCC(=O)N1CCN(C(=O)c2ccco2)CC1)c1sc2cc(F)ccc2c1Cl,5%,2%,-17,-3
Cc1ccc(S(=O)(=O)Cc2c(C)noc2C)cc1,-2%,7%,16,13
O=C(CSc1nc2ccccc2o1)N1c2ccccc2Sc2ccccc21,-3%,nt,10,65
Cc1c(CCC(=O)O)c(=O)n2c([nH]c3ccccc32)c1C#N,-1%,-4%,6,2
O=c1cnc2cnc(N3CCNCC3)nc2n1CCc1ccccc1,3%,17%,nt,nt
CCOC(=O)c1c(-c2ccccc2)oc2ccc(OC)cc12,1%,8%,-6,8
CCCCCOc1ccc(N2C(=O)C3C4C=CC(C3C2=O)N(C)C4=O)cc1 (configuration not stated),3%,nt,34[activator][0.0738 µM],-3
Cc1cccc(C)c1NC(=O)CCCSc1nnc(-c2ccc(Cl)cc2)n1-c1ccccc1,-3%,nt,12,-5
FC(F)(F)c1cccc(N2CCN(C(=S)NC3CCCCC3)CC2)c1,?,nt,28,36
Cc1cc(NS(=O)(=O)c2ccc(CC(C)C)cc2)no1,3%,2%,-2,-29
O=C1N=C(N2CCCCC2)SC1=C1CCCC1,3%,1%,20,-5

# Whole records as entered above:
# Cc1c(CCC(=O)O)c(=O)n2c([nH]c3ccccc32)c1C#N is listed as ALOX12 inhib: -1%; ALOX15B inhib: -4%; IMPase inh: 6; PNC inhibitor: 2
# O=C(OCC(=O)N1CCN(C(=O)c2ccco2)CC1)c1sc2cc(F)ccc2c1Cl is listed as ALOX12 inhib: 5%; ALOX15B inhib: 2%; IMPase inh: -17; PNC inhibitor: -3

# Additional records:
SMILES,ALOX12 inhib,ALOX15B inhib,IMPase inh,PNC inhibitor
Cn1c(Cn2cnc3ccccc32)nnc1SCc1ccccc1,-4%,-3%,8,-3
Cc1ccccc1CNC(=O)c1ccccc1C,2%,-1%,-3,-22
COc1ccc([C@@H]2[C@H]3CN(C(C)=O)CC=C3C(C#N)=C(N)C2(C#N)C#N)c2ccccc12,-15%,-8%,-13,11
Cc1csc(NC(=O)CSc2nnc(Cc3cccn3C)n2CCc2ccccc2)n1,-4%,nt,-2,22
COc1ccc(C)cc1S(=O)(=O)N(C)CC(=O)Nc1ccccc1,-2%,-3%,0,-108*
COc1ccc(Oc2ncc3ncc(=O)n(C[C@H]4CCCO4)c3n2)cc1,-1%,-7%,nt,nt
CC(C)CC(=O)Nc1cccc2c1C(=O)N(c1ccccc1)C2=O,2%,nt,?,?
O=C(c1cc2ccccc2oc1=O)N1CCN(c2ccc(N3CCOCC3)nn2)CC1,0%,-5%,?,-11
O=C(NC1CCCc2ccccc21)C1CCC(CNc2c(N3CCOCC3)c(=O)c2=O)CC1 (configuration not stated),-1%,nt,1,3
CCOc1ccc(CNc2ncnc(N)n2)cc1,5%,1%,-1,15
O=C(CNC(=O)C1COc2ccccc2O1)N/N=C/c1ccc(O)cc1O (configuration not stated),-6%,nt,nt,50
CCCOC(=O)c1ccc(OCC(O)CN2CCN(C(=O)c3ccccc3)CC2)cc1 (configuration not stated),-4%,18%,4,-14

# Shown with values ahead of the structure: part of the list above
ALOX12 inhib | ALOX15B inhib | IMPase inh | PNC inhibitor | structure
-6% | nt | nt | 50 | O=C(CNC(=O)C1COc2ccccc2O1)N/N=C/c1ccc(O)cc1O (configuration not stated)
5% | 1% | -1 | 15 | CCOc1ccc(CNc2ncnc(N)n2)cc1
-1% | nt | 1 | 3 | O=C(NC1CCCc2ccccc21)C1CCC(CNc2c(N3CCOCC3)c(=O)c2=O)CC1 (configuration not stated)

# More structures:
SMILES,ALOX12 inhib,ALOX15B inhib,IMPase inh,PNC inhibitor
CC(C)(C)c1ccc(C(=O)NCC(=O)OCC(=O)c2ccc3c(c2)-c2ccccc2C3)cc1,1%,nt,nt,45
Cc1nnc(Sc2c(N)n(C)c(=O)n(C)c2=O)s1,-9%,-3%,-3,20
Nc1ccc(N=Nc2ccccc2)c(N)c1,-9%,-22%,nt,nt
O=C(O)CSCc1nc2ccccc2s1,-5%,-6%,1,?
COc1cc(NC(=S)NCc2cccnc2)cc(OC)c1,-2%,nt,nt,-92*
Cc1nn(Cc2ccccc2)c(N)c1C#N,-1%,2%,-3,-15
Cc1cnc(C(=O)Nc2ccc(N3CCOCC3)cc2)cn1,0%,nt,-2,-100*
O=C(NCC1CCCO1)Nc1ccc(Cl)cc1 (configuration not stated),-5%,12%,-6,20
COc1ccc(NC(=O)C2CCC(CNc3c(N4CCC(C)CC4)c(=O)c3=O)CC2)cc1OC (configuration not stated),3%,0%,2,16
CCc1ccc(N2CC34C=CC(O3)C(C(=O)OC)C4C2=O)cc1 (configuration not stated),2%,nt,3,-18
CSc1nc(Cl)c(Cc2ccc(OC(C)C)cc2)c(N(C)C)n1,-4%,nt,5,-4
Cc1nn(-c2ccccc2)c(N)c1C(O)(C(F)(F)F)C(F)(F)F,-3%,nt,0,-13
C/C(N)=C(/C#N)C(=O)CSc1nnc(Nc2ccccc2C)s1,-8%,?,7,17
O=C(c1ccco1)N1CCN(C(=O)C(Sc2ccccc2)c2ccccc2)CC1 (configuration not stated),4%,-2%,-3,?
O=C(NCCN1CCCCC1)/C(=N\O)c1ccccc1,3%,11%,3,?
COc1ccc(S(=O)(=O)N(C)CC(=O)Nc2ccc3c(c2)OCO3)cc1OC,-1%,0%,19,-1
O=[N+]([O-])c1cn(Cc2ccc(Cl)cc2)cn1,-6%,0%,-3,?
CCCCCCc1ccc(OCC(=O)O)cc1OCC(=O)O,0%,-14%,-2,?
O=C(CSc1nnc(-c2cccnc2)n1Cc1ccco1)c1ccc(Cl)cc1,-19%,1%,5,-22
CCOC(=O)NC(=O)/C(C#N)=N/Nc1c(F)cccc1F,-4%,-30%,6,?
COc1ccc(CCNC(=O)c2nn(C)cc2Cl)cc1,1%,9%[11.4 µM],-15[1.84 µM],-10
Cc1ccc(S(=O)(=O)N/N=C/c2cnn(C)c2C)cc1,1%,-8%,0,10
COc1cc(/C=N/NC(=O)C23CC4CC(CC(C4)C2)C3)cc(Br)c1O,-5%,nt,nt,3
O=S(=O)(Nc1nccs1)c1cnc(Cl)c(Br)c1,-1%,nt,nt,-11
COc1ccc(C(=O)Nc2cc([N+](=O)[O-])ccc2N2CCN(C)CC2)cc1,-3%,4%,-14,23
O=C(NCCCN1CCCC1)c1ccc(CSCc2cccc(Cl)c2)o1,2%,26%,1,?
CCOc1ccc(OC(=O)c2cccnc2)cc1,0%,2%,-11,?
COc1ccc2c(c1)c1nnc(SCC(=O)N3C(C)CCCC3C)nc1n2C (configuration not stated),-2%,4%,4,55
CCc1ccc(C2C3=C(CCCC3=O)OC3=C2C(=O)CCC3)cc1,-3%,nt,nt,-9
CCOC(=O)C1CCCN(Cc2nc(N)nc(Nc3ccc(C)cc3)n2)C1 (configuration not stated),5%,32%[activator],-6,?
c1ccc(Nc2cccc(Nc3ccccc3)c2)cc1,-11%,nt,nt,14
CSc1ncnc2c1ncn2[C@@H]1O[C@@H](CO)[C@H](O)O[C@@H]1O,-5%[11.4 µM],9%[11.4 µM],nt,nt
COc1cccc(C2CC(c3ccc(F)cc3)Nc3nc(N)nn32)c1 (configuration not stated),3%,2%,-5,-26
Cc1ccc(-n2c(Cc3cccn3C)nnc2SCC(=O)NCc2ccc3c(c2)OCO3)cc1,-1%,1%,4,-30
CC(=O)O[C@H]1CC[C@@]2(C)C(=CC[C@@H]3[C@H]4CC[C@@H]([C@H](C)C(=O)O)[C@]4(C)CC[C@H]32)C1,5%[11.4 µM],-7%[11.4 µM],nt,nt
Cc1cc(NC(=O)CCS(=O)(=O)c2nc(-c3ccccc3)cc(C(F)(F)F)n2)no1,-5%,-8%,9,34
COc1ccc(C2C(C(=O)N3CCOCC3)c3ccccc3C(=O)N2c2ccc(OC)cc2)cc1 (configuration not stated),-2%,3%,4,42
Cc1ccc(Nc2ccc(C(N)=O)cc2[N+](=O)[O-])cc1,-5%,nt,nt,?
Nc1nc(SCC(=O)NCc2ccc(F)cc2)[nH]c(=O)c1NC(=O)c1ccc(Cl)cc1,-4%,nt,nt,34
O=C(CN1C(=O)c2ccccc2S1(=O)=O)NC1CCCCCC1,-2%,-1%,?,-1
O=C(Nc1ccc(N2CCOCC2)cc1)c1ccc2nc(-c3ccco3)c(-c3ccco3)nc2c1,1%,-24%,13,-20
CCSc1nc(N2CCOCC2)c2ccccc2n1,-3%,-1%,-3,-21
CCc1cccc(OCCn2ccnc2)c1,-2%,nt,nt,-90*
COC(=O)COc1ccc(S(=O)(=O)NCc2cccnc2)cc1C,-3%,2%[2.29 µM],-8,?
COc1cccc(-n2nc3c(-n4ncc(C#N)c4N)nnc(C)c3c2C)c1,1%,nt,4,31
